STK33 inh – human STK33 kinase inhibition | inhibition, % at 10 µM | Q9BYT3 | purified STK33, MBP phosphorylation, ADP-Glo luminescence | AID 2661 | 320,000 tested, 0.073% active;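 active = inhibition at or above 25%, using the most active replicate where run in duplicate; inactive = inhibition below 25%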
Target sequence (Q9BYT3 whole entry, looked up): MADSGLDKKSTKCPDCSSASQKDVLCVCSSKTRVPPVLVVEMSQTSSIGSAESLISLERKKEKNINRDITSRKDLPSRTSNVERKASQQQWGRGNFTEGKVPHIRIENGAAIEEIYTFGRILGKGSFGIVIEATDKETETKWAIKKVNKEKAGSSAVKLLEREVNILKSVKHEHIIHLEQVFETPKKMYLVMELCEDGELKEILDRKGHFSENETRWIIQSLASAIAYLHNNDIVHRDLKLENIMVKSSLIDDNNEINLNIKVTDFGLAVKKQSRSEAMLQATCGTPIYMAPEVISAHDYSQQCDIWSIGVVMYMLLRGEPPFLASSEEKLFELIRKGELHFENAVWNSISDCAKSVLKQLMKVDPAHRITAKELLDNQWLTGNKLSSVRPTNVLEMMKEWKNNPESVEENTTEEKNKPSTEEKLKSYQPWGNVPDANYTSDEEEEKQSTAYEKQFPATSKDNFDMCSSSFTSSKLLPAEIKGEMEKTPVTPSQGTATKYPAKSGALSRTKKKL
An asterisk follows results filed as active.

compound | STK33 inh
O=C(CCOc1ccccc1)N1CCN(S(=O)(=O)c2ccccc2F)CC1 | 0.7
Cc1cc(Cl)ccc1NC(=O)CSc1n[nH]c(N)n1 | -1.0
C[C@@H]1CN([C@@H](C)CO)C(=O)c2cc(NS(=O)(=O)c3cccs3)ccc2O[C@H]1CN(C)Cc1ccc(C(F)(F)F)cc1 | -0.9
O=C(N/N=C/c1cc([N+](=O)[O-])cc([N+](=O)[O-])c1O)C(O)(c1ccccc1)c1ccccc1 | 0.3
CC(NC(=O)CNC(=O)c1ccccc1F)c1ccc(-n2ccnc2)cc1 (configuration not stated) | 1.0
COc1cc2c(cc1OC)C(=O)N1[C@H]3c4cc(C)ccc4OC[C@@H]3[C@H](c3ccccc3)[C@]1(C)C(=O)N2 | -0.9
Cc1ccc(CNC(=O)c2cc(C3CC3)nc3c2cnn3C(C)C)cc1 | 0.9
Cc1cccc(N2CCN(C(=O)c3ccc(S(=O)(=O)N(C)c4ccccc4)cc3)CC2)c1C | -0.7
CC(C)c1ccc(C(=O)COC(=O)C(O)c2ccccc2)cc1 (configuration not stated) | -0.6
Cc1ccc(NC(=O)Cc2nc(COC(=O)C(C)NS(=O)(=O)c3ccc(C)cc3)cs2)cc1 (configuration not stated) | -0.6
CC(C)c1ccc(NC(=O)COC(=O)C2CC3C=CC2C3)cc1 (configuration not stated) | 0.3
O=C1C=CN2CCCC2CC1 (configuration not stated) | 0.0
COc1ccc(NC(=O)C2CCCN2S(=O)(=O)c2ccc3c(c2)CCC(=O)N3)cc1Cl (configuration not stated) | 2.2
Cc1cccc(C(=O)OC(C)C(=O)N2CCc3ccccc3C2)c1C (configuration not stated) | -1.8
CC(C)C(NC(=O)c1ccccc1)C(=O)OCC(=O)N1CCN(c2ccccc2)CC1 (configuration not stated) | -2.1
COc1ccc(NC(=O)CN(C)CC(=O)NC2CCCCC2C)cc1 (configuration not stated) | 0.4
Cc1n[nH]c(=O)c2c(NC(=O)CSc3nncn3C(C)C)oc(C)c12 | 1.6
CC(C)(O)/C=C/C(=O)[C@](C)(O)C1[C@H](O)C[C@@]2(C)C3CC=C4C(C=C(O[C@@H]5O[C@H](CO)[C@@H](O)[C@H](O)[C@H]5O)C(=O)C4(C)C)[C@]3(C)C(=O)C[C@]12C (some centres not stated) | 1.4
Cc1cccc(CCN2CCN=C2N(C)C)c1 | -0.8
Cc1ccc(S(=O)(=O)N2[C@@H](c3cccc(Cl)c3)C(C(=O)O)=CC[C@H]2c2cccc(Cl)c2)cc1 | -2.2
C[C@H](CO)N1C[C@H](C)[C@@H](CN(C)S(=O)(=O)c2ccc(F)cc2)Oc2ccc(NS(=O)(=O)c3ccccc3)cc2C1=O | -0.8
COc1cc2c(cc1OC)C1=NC(=O)CN1C(SCc1ccccc1)=N2 | -0.9
O=S(=O)(c1ccc2c(c1)CCN2)N1CCOCC1 | -1.5
CC1CCN(C(=O)CNC(=O)c2ccc(Br)o2)CC1 | -1.1
COc1ccc(C(=O)N[C@H](C(=O)NCCCn2nc(C)cc2C)C(C)C)cc1 | -2.4
CCCCOc1ccc(C(=O)NCC(=O)NCC(c2ccc(OC)cc2)N2CCOCC2)cc1 (configuration not stated) | -0.2
COc1cc(NC(=O)COC(=O)c2[nH]c(C)c(C(C)=O)c2C)cc(OC)c1 | -0.3
O=C(COC(=O)c1cccc(F)c1)Nc1ccc(Cl)cn1 | 2.0
CCC(C)NC(=O)c1ccc(NC(=O)CC2SC(N3CCCC3)=NC2=O)cc1 (configuration not stated) | -0.5
CCCn1c(SCC(=O)N2CCCc3ccccc32)nc2c1c(=O)n(C)c(=O)n2C | -1.0
COc1ccc(CNC(=O)COC(=O)c2cc(C)nc3ccccc23)cc1 | -1.2
Cc1ccc(S(=O)(=O)N2[C@@H](c3cccc(Cl)c3)C(C(=O)O)=CC[C@H]2c2ccc(Cl)cc2)cc1 | 0.3
N#C/C(=C\c1ccc(Sc2ccc(Cl)cc2)o1)c1nc2ccccc2[nH]1 | -1.3
Nc1c(C(=O)OCC(=O)Nc2ccc(OC(F)F)cc2)[nH]c(=O)[nH]c1=O | -1.3
O=S(=O)(Nc1cccc(S(=O)(=O)N2CCCC2)c1)c1cccc(Br)c1 | 0.3
O=C(NCCN1CCOCC1)c1cccc2c1C(=O)c1ccc(N3CCCC3)cc1S2(=O)=O | 1.1
CN(CC(=O)NCCN1CCOCC1)S(=O)(=O)c1ccc(Cl)cc1 | 1.1
Cc1cc(F)ccc1S(=O)(=O)Nc1ccc(C(=O)N(C)Cc2ccco2)cc1 | -1.0
CCN(C(=O)CSc1nnnn1C)C1CCCCC1 | -0.3
COc1ccc(-c2cn(Cc3ccc(C(N)=O)cc3)c(-c3ccc(Cl)nc3)n2)cc1 | -1.0
O=S(=O)(/N=C(/c1ccccc1)N1CCOCC1)c1ccc(F)cc1F | -0.1
CC(OC(=O)c1ccccn1)C(=O)Nc1nc(-c2ccc(F)c(F)c2)cs1 (configuration not stated) | 0.0
CCn1c(=N)c(C(=O)NCCCOC)cc2c(=O)n3cccc(C)c3nc21 | -0.9
CN(c1cccc(Cl)c1)S(=O)(=O)c1cccc(C(=O)NN2CCOCC2)c1 | -0.6
COc1ccc(S(=O)(=O)Nc2ccc3c(c2)C(=O)N([C@H](C)CO)C[C@H](C)[C@@H](CN(C)S(C)(=O)=O)O3)cc1 | -0.3
CC1=C/C(=N\OS(=O)(=O)c2ccccc2)C(C(C)C)=CC1=O | -2.3
COc1ccc(C(=O)NCc2c(C)nn(Cc3ccccc3)c2C)cc1S(=O)(=O)N1CCOCC1 | 1.0
CCOc1ccc(CNc2ccc3c(c2)nc(C)n3C)cc1 | 0.4
Cc1ccccc1-c1cc(C(=O)NCC2CC2)nn1CC1CC(c2cccc([N+](=O)[O-])c2)=NO1 (configuration not stated) | -0.3
O=C(CC1SC(N2CCOCC2)=NC1=O)Nc1ccc(F)cc1 (configuration not stated) | -0.5
Cc1ccc(SCC(=O)OCC(=O)N(C)C2CCS(=O)(=O)C2)cc1C (configuration not stated) | 0.9
CCSc1ccccc1C(=O)n1nnc2ccccc21 | 2.6
COCc1c(C(=O)N2CCN(c3ncccn3)CC2)oc2ccccc12 | 0.0
COc1ccc(C(CNC(=O)c2ccc(S(=O)(=O)N3CC(C)CC(C)C3)cc2)N(C)C)cc1 (configuration not stated) | 0.7
Cc1ccc(S(=O)(=O)NCC(=O)OCc2cc(=O)oc3cc(C)ccc23)cc1 | 0.6
CCC1CCCCN1S(=O)(=O)c1ccc(C(=O)Nc2nnc(-c3cccs3)o2)cc1 (configuration not stated) | -1.4
CC(=O)NC(CC(=O)NNC(=O)COc1c(C)cccc1C)c1ccccc1 (configuration not stated) | -0.7
CN1C2CCC1CC(NC(=O)c1cc(S(=O)(=O)N(C)C)c(Cl)cc1Cl)C2 (configuration not stated) | -1.6
CCc1ccc([C@@H]2CC=C(C(=O)O)[C@H](c3ccccc3)N2S(=O)(=O)c2ccc(C)cc2)cc1 | -3.5
CCC(CC)n1[nH]c(=O)c2c(C)cc(C)nc21 | -0.8

Next part:
compound | STK33 inh
Cc1ccccc1-c1nnc(SCC(=O)N(C)C2CCS(=O)(=O)C2)n1C (configuration not stated) | -1.1
COC(=O)c1cccc(NC(=O)c2cccc(OC)c2)c1 | 6.5
O=C1C=C(c2ccc(O)cc2)C[C@@H](c2ccc3c(c2)OCO3)C1 | -1.5
O=C(CSc1nc2c(cnn2-c2ccc(F)cc2)c(=O)[nH]1)N1CCOCC1 | -0.7
O=C(NCC1CCCCC1)c1ccc(Cl)c(S(=O)(=O)N2CCOCC2)c1 | -0.8
CS(=O)(=O)N(Cc1nc(-c2ccc(F)cc2)no1)c1ccccc1Cl | -0.7
C[C@@H]1CN([C@@H](C)CO)C(=O)c2cc(NS(C)(=O)=O)ccc2O[C@H]1CN(C)Cc1ccc(Oc2ccccc2)cc1 | -0.9
Cc1cc(CNC(=O)c2cccc3c2C(=O)c2ccc(-c4ccc(F)cc4OCc4ccccc4)cc2S3(=O)=O)c(C(F)(F)F)o1 | -0.5
CN(c1ccccc1)S(=O)(=O)c1cccc(NC(=O)c2ccc(=O)[nH]c2)c1 | 0.3
CC1CCc2c(sc(NC(=O)c3cccn3C)c2C(N)=O)C1 (configuration not stated) | 1.3
O=C(COC(=O)COc1ccc(Cl)cc1Br)NCCC1=CCCCC1 | -0.7
CCOC(=O)c1oc2ccc(Br)cc2c1NC(=O)CN1CCN(C)CC1 | 0.1
Cc1ccc(C)c(NS(=O)(=O)c2ccc3c(c2)Cc2cc(S(=O)(=O)Nc4cc(C)ccc4C)ccc2-3)c1 | -0.8
COc1ccc(OC)c(/C=C/C(=O)Nc2cccc(S(=O)(=O)NC3=NCCCCC3)c2)c1 | -0.9
CC1CN(C(=O)COC(=O)[C@@H](NC(=O)c2ccccc2Cl)C(C)C)CC(C)O1 (some centres not stated) | -1.3
C/C(=N\NC(=O)c1cc(C)oc1C)c1ccc(C)c([N+](=O)[O-])c1 | -0.3
CCOC(=O)C1=C(COC(=O)CCOc2ccccc2)NC(=O)NC1C (configuration not stated) | 0.0
CN1CCN(c2ccc(S(=O)(=O)N3CCOCC3)cc2NC(=O)CSCc2ccccc2)CC1 | -0.4
CC(C(=O)NC1CCCC1)N1CCN(S(=O)(=O)c2ccc(C(C)(C)C)cc2)CC1 (configuration not stated) | -14.2
CC(=O)N[C@@H](Cc1c[nH]c2ccccc12)C(=O)OCc1cc(C(F)(F)F)cc(C(F)(F)F)c1 | 1.2
O=C(CCc1ccc(S(=O)(=O)N2CCOCC2)cc1)Nc1ccc(F)cc1[N+](=O)[O-] | 0.6
COc1ccc(CNC(=O)Cn2ccc(NC(=O)OCc3ccccc3)nc2=O)cc1 | -0.3
C#CCOCCOCCOCCNc1nc(N2CCN(C(=O)CCCCCCCCCCNC(=O)Cn3cc(CCCCCN)nn3)CC2)nc(N2CCN(C(=O)CCCCCCCCCCNC(=O)Cn3cc(C[C@@H](C)O)nn3)CC2)n1 | 7.0
COc1cc(F)c(C2=CC(=O)CC(C)(C)C2)cc1F | 0.3
CN(C)S(=O)(=O)c1cccc(NC(=O)COC(=O)[C@H](Cc2ccccc2)NC(=O)c2ccco2)c1 | -1.1
COc1ccc(C(=O)N2CCCC(c3ccccc3)C2)cc1 (configuration not stated) | 0.0
CC(=O)Nc1ccc(C(=O)Nc2cccc(S(=O)(=O)N(C)c3ccccc3)c2)cc1 | 0.7
COC(=O)c1ccc(CNC(=O)CCNC(=O)c2ccco2)cc1 | -1.7
CCC(=O)c1ccc(OCC(=O)Nc2ccc3c(c2)OCCO3)cc1 | -1.5
Cc1noc(C)c1COc1ccccc1C(=O)NCc1ccco1 | -0.5
CCOc1ccc(C(=O)N[C@H](C(=O)Nc2ccc(S(=O)(=O)Nc3nccs3)cc2)C(C)C)cc1 | -0.6
CCCc1cc(=O)[nH]c(SCC(=O)Nc2c(C)n(C)n(-c3ccccc3)c2=O)n1 | -0.2
O=C(OCC(=O)N1CCc2ccccc21)[C@@H]1CCCN1S(=O)(=O)c1ccccc1F | -4.7
COc1cc(N)c(Cl)cc1C(=O)OCC(=O)Nc1ccc(N2CCOCC2)cc1 | -1.3
Cc1ccc(NC(=O)CN2CCCC2c2cccn2C)cc1C (configuration not stated) | -1.1
O=C(COC(=O)c1cccnc1Cl)NCCc1ccccc1 | -0.2
COc1ccccc1NC(=O)COC(=O)c1cc2ccccc2cc1O | -1.5
Cc1c(C(=O)N2CCN(c3ncccn3)CC2)oc2ccc(Cl)cc12 | -1.0
CC(C)(O)CC[C@@H](O)[C@](C)(O)C1CC[C@@]2(O)C3=CC(=O)[C@@H]4C[C@@H](O)[C@@H](O)C[C@]4(C)C3CC[C@]12C (some centres not stated) | 0.5
O=C1C=C(c2ccc(-c3ccccc3)cc2)C[C@@H](c2ccc3c(c2)OCO3)C1 | -2.8
Cc1cccc(-c2cc3nc4c(c(N5CCC6(CC5)OCCO6)n3n2)CCCC4)c1 | -0.9
CC1CCCCC12NC(=O)N(CC(=O)NCc1ccccc1Cl)C2=O (configuration not stated) | -2.7
COc1ccccc1C(=O)NC(=O)CSc1nnc(N)s1 | -0.9
C[C@@H]1CN([C@@H](C)CO)C(=O)c2cccc(NC(=O)Nc3ccccc3)c2O[C@H]1CN(C)C(=O)Nc1cccc2ccccc12 | 0.5

In another format: 14 of the compounds above.
STK33 inh,SMILES
-0.1,O=S(=O)(/N=C(/c1ccccc1)N1CCOCC1)c1ccc(F)cc1F
0.0,CC(OC(=O)c1ccccn1)C(=O)Nc1nc(-c2ccc(F)c(F)c2)cs1 (configuration not stated)
-0.9,CCn1c(=N)c(C(=O)NCCCOC)cc2c(=O)n3cccc(C)c3nc21
-0.6,CN(c1cccc(Cl)c1)S(=O)(=O)c1cccc(C(=O)NN2CCOCC2)c1
-0.3,COc1ccc(S(=O)(=O)Nc2ccc3c(c2)C(=O)N([C@H](C)CO)C[C@H](C)[C@@H](CN(C)S(C)(=O)=O)O3)cc1
-2.3,CC1=C/C(=N\OS(=O)(=O)c2ccccc2)C(C(C)C)=CC1=O
1.0,COc1ccc(C(=O)NCc2c(C)nn(Cc3ccccc3)c2C)cc1S(=O)(=O)N1CCOCC1
0.4,CCOc1ccc(CNc2ccc3c(c2)nc(C)n3C)cc1
-0.3,Cc1ccccc1-c1cc(C(=O)NCC2CC2)nn1CC1CC(c2cccc([N+](=O)[O-])c2)=NO1 (configuration not stated)
-0.5,O=C(CC1SC(N2CCOCC2)=NC1=O)Nc1ccc(F)cc1 (configuration not stated)
0.9,Cc1ccc(SCC(=O)OCC(=O)N(C)C2CCS(=O)(=O)C2)cc1C (configuration not stated)
2.6,CCSc1ccccc1C(=O)n1nnc2ccccc21
0.0,COCc1c(C(=O)N2CCN(c3ncccn3)CC2)oc2ccccc12
0.7,COc1ccc(C(CNC(=O)c2ccc(S(=O)(=O)N3CC(C)CC(C)C3)cc2)N(C)C)cc1 (configuration not stated)

High-throughput results from PubChem.

Some of the compounds tested, so the mix of outcomes need not match the whole.
